Large T inhibition = TAg ATPase/helicase activity blockers – biochemical (AID 1903) | SV40 large T antigen ATPase/helicase inhibition assay; higher % means a stronger effect | one-dose inhibition, % at 20 µM; IC50 in µM for titrated hits | 310,000 tested, 0.39% active; in the data active = a potency from the dose series; inconclusive = inhibition mostly from about 32% at the one dose, without a potency; inactive = the rest, 99 in 100 with inhibition below about 32%; also: strong numbers were not always called active
NTR1 ag = NTR1-driven beta-arrestin-GFP spot formation – imaging, U2OS cells, high content, primary screen (AID 493036); activation, % at 20 µM; 330,000 tested, 0.17% active; agonist mode;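 active = activation at or above 40% of the spot to cytoplasm intensity ratio, with at least 20 cells analyzed; inconclusive = wells under 20 cells, flagged as cytotoxic or low count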;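 also: 0% = DMSO without peptide and 100% = 100 nM NTR1 peptide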
Target sequence (P30989 whole entry, looked up): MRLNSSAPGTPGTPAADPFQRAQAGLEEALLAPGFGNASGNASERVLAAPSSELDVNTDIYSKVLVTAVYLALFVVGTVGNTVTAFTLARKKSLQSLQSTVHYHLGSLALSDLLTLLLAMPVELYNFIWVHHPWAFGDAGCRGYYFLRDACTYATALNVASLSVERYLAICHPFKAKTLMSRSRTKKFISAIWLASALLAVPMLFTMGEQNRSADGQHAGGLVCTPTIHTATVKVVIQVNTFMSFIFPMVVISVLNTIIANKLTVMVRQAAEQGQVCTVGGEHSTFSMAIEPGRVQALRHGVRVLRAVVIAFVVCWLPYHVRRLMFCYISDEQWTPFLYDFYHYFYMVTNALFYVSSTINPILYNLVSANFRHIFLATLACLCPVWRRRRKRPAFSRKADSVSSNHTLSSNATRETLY
NS5 inhibitors = Dengue-2 NS5 methyltransferase inhibitors, primary screen, biochemical, confirmation dose response (AID 588689); Dengue-2 NS5 methyltransferase capping enzyme assay, biochemical; higher % means a stronger effect; inhibition, % at 25 µM; hits with a dose series show IC50 in µM; 340,000 tested, 0.3% active; in the data active = a potency from the dose series; inconclusive = inhibition above about 29% without an active follow-up result
West Nile virus CPE = West Nile virus antiviral activity, cell-based, CPE readout (AID 1621). CPE inhibition, % at 10 µM; hits with a dose series show IC50 in µM. 290,000 tested, 0.02% active. West Nile virus-infected cells, CPE inhibition; higher % means a stronger effect; in the data active = a potency from the dose series; inconclusive = CPE inhibition mostly from about 3.7% at the one dose, without a potency; inactive = the rest, 99 in 100 with CPE inhibition below about 2.2%; also: strong numbers were not always called active
SIAH1 antagonists = blockers of Siah-1 interaction with plectin peptide – biochemical, fluorescence polarization, rhodamine-plectin, uHTS, primary screen (AID 1817); displacement, % at 20 µM, or IC50 in µM where a hit was titrated; 290,000 tested, 0.02% active; Siah-1 / rhodamine-plectin peptide fluorescence polarization; higher % means a stronger effect;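 active = displacement of at least 50% at 20 µM, with a fluorescence ratio check between 0.3 and a set limit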;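 also: plate controls were Siah plus tracer with DMSO for no effect and tracer alone without Siah for full effect; strong numbers were not always called active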
AID2073 = inhibitors of Mint1-CaV2.2 protein interaction, biochemical, HTRF (AID 2073); HTRF protein-protein interaction, Mint1-CaV2.2; higher % means a stronger effect; 290,000 tested, 0.19% active; inhibition, % at 20 µM, or IC50 in µM where a hit was titrated; in the data active = inhibition mostly above about 51%, no sharp cut-off; inconclusive = no clear call, values can overlap the other calls; inactive = mostly below about 53%; also: some results filed as inactive read as strong as hits
Rac1 GTP hydrolysis = MgcRacGAP GTPase-activating activity inhibitors, confirmation, biochemical, ADP Hunter fluorescence. MgcRacGAP-stimulated Rac1 GTP hydrolysis, ADP Hunter fluorescence; higher % means a stronger effect; GST-tagged Rac1 F28L mutant substrate. one-dose inhibition, % at 30 µM; IC50 in µM for titrated hits. 340,000 tested, 0.6% active;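 active = first-screen hits whose inhibition reached a set limit at any dose in the follow-up dose series; inconclusive = inhibition above the set first-screen limit but never retested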;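 also: fluorescence reports GDP produced by GAP-driven GTP hydrolysis; strong numbers were not always called active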
RSV antiviral HEp-2 = RSV antiviral activity via CPE protection, HEp-2 cells, primary 10 µM value included (AID 2391); 310,000 tested, 0.13% active; one-dose CPE inhibition, % at 10 µM; IC50 in µM for titrated hits; HEp-2 cells, RSV-induced CPE inhibition; higher % means a stronger effect; in the data active = a potency from the dose series; inconclusive = CPE inhibition mostly from about 23% at the one dose, without a potency; inactive = the rest, 99 in 100 with CPE inhibition below about 21%; also: strong numbers were not always called active
UTI89 phage lysis = inhibition of K1F phage lysis, E. coli UTI89, bacterial capsule biogenesis inhibitors, alamar blue (AID 488966). E. coli UTI89 K1F phage lysis, alamar blue, 2 h; higher % means a stronger effect. inhibition, % at 100 µM; hits with a dose series show IC50 in µM. 340,000 tested, 0.02% active;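 active = phage lysis inhibition, versus mean bacterial control, above a set limit; inconclusive = no clear call, values can overlap the other calls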;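 also: capsule biogenesis inhibitors block K1F phage lysis so surviving cells raise fluorescence; higher fluorescence means more inhibition of phage lysis; actives were called in the ten point dose series up to 300 µM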
NTR1 ag cell count 20 µM = also measured in NTR1 ag; calls as there; cell count; measured here: cell count, cytotoxicity flag
NS5 inhibitors pilot replicate = second read-out of NS5 inhibitors, no call of its own (marks repeat the call); inhibition, %; measured here: pilot screen replicate inhibition
An asterisk follows results filed as active; ? = inconclusive; . = no result given; [ ] = another dose, or the depositor's remark.

SMILES | Large T inhibition | NTR1 ag | NTR1 ag cell count 20 µM | NS5 inhibitors | West Nile virus CPE | SIAH1 antagonists | AID2073 | Rac1 GTP hydrolysis | RSV antiviral HEp-2 | UTI89 phage lysis | others
NC(N)=NCCCc1cn(CC(=O)N2CCNCC2)nn1 | 3% | 5.9 | 88 | -1% | -0.2% | 8% | 9% | 7% | 1.5% | 0.3%
O=C1CCC(C(=O)N2CCN(c3ccc(F)cc3)CC2)CN1CC1CCCCC1 (stereo not drawn) | . | -0.1 | 86 | 0% | -0.6% | 4% | 5% | 2% | 1.8% | 2.5%
CC(=O)NC1C(=O)N(CCN2CCOCC2)c2ccc(C)cc21 (stereo not drawn) | 26% | . | . | -1% | -0.7% | 19% | 0% | 3% | 1.9% | -0.1%
NNC(=O)/C(=C\c1ccco1)NC(=O)c1ccco1 | 10% | -0.2 | 47 | -8% | 0.0% | 2% | 2% | 2% | 0.4% | 0.5%
Cc1ccc(C(=O)COc2nc(C)nc3ccccc23)cc1 | 5% | 0.0 | 62 | -4% | -0.1% | 7% | 0% | 6% | 1.9% | 0.2%
COc1cc(NC(=O)C2COc3ccccc3O2)c(OC)cc1Cl (stereo not drawn) | 7% | 8.6 | 49 | -6% | 0.2% | 2% | -1% | 15% | 16% | 0.5%
CCC(=O)N/N=C(\C)CC(=O)Nc1ccc2c(c1)OCCO2 | -5% | -0.4 | 73 | 2% | 0.8% | 5% | 7% | 9% | 1.6% | -0.1%
CC(=O)Nc1ccc(S(=O)(=O)NCC(=O)OCC(=O)NCc2ccco2)cc1 | 16% | 0.5 | 35 | -6% | . | . | . | 7% | 0.3% | 0.4%[50 µM]
O=C(c1cc2ccccc2oc1=O)N(Cc1ccccc1F)C1CCS(=O)(=O)C1 (stereo not drawn) | 5% | 0.3 | 53 | 4% | -0.6% | -1% | 7% | 6% | 1.4% | 0.2%
COc1ccc(N(Cc2ccccc2)S(=O)(=O)c2cc(C(=O)O)ccc2Cl)cc1 | -2% | 0.3 | 55 | -4% | 0.0% | -6% | 18% | 4% | 3.1% | -0.4%
Cc1ccc(C(=O)N(CCc2ccccc2)Cc2ccccc2)cc1S(=O)(=O)N1CCCCC1 | 12% | 4.6 | 64 | 0% | . | . | . | 5% | 3.0% | 0.0%[50 µM]
COc1cccc(NC(=O)CCSc2ccc3ccccc3n2)c1 | 0% | -1.1 | 39 | -9% | -0.5% | -1% | 8% | 2% | 10% | 2.3%[50 µM]
O=S(=O)(Nc1nc2c(s1)CCCC2)c1ccc(Br)cc1 | -2% | -1.4 | 41 | -2% | 0.2% | -3% | -7% | -3% | 14% | 0.0%
CC1(CCBr)C(=O)N(c2ccccc2)c2ccccc21 (stereo not drawn) | 6% | 1.8 | 64 | -7% | -0.6% | 8% | -2% | 5% | 2.6% | -0.1% | NS5 inhibitors pilot replicate=-4.6
NC(=O)c1ccc(OCC(=O)N2CCNC2=O)cc1 | . | -1.7 | 43 | -4% | . | . | . | 12% | . | -3.1%
CCC1CCCCN1C(=O)CSc1nc2c(cnn2-c2ccc(C)cc2)c(=O)[nH]1 (stereo not drawn) | 4% | 7.5 | 65 | -1% | 0.1% | 19% | 4% | 1% | 0.8% | -3.5%
O=C(COC(=O)c1cc(-c2cccs2)nn1-c1ccccc1)Nc1ccc(F)c([N+](=O)[O-])c1 | -16% | 0.0 | 87 | -7% | -0.6% | 0% | 10% | 7% | 1.2% | 0.1%
O=C(CN1C(=O)NC2(CCCc3ccccc32)C1=O)Nc1cc(F)ccc1F (stereo not drawn) | 13% | 0.2 | 52 | -7% | . | . | . | 0% | 0.6% | 0.7%[50 µM]
COc1ccc(-c2nc(CSCC(=O)NCc3ccc4c(c3)OCO4)c(C)o2)cc1OC | 6% | 0.6 | 99 | 1% | -0.5% | -9% | -5% | 10% | 1.5% | 0.8%
O=C(CSc1ccc(-c2ccc(-n3cccn3)cc2)nn1)Nc1ccccc1F | 8% | 10 | 61 | -10% | . | . | . | 3% | 9.8% | 1.0%[50 µM]
Nc1nonc1-n1nnc(C(=O)N/N=C/c2cccc(F)c2)c1-c1ccc2c(c1)OCO2 | 16% | 4.5 | 48 | -4% | -0.3% | 5% | 13% | 10% | 2.9% | 0.1%
Cc1cc(C)cc(NC(=O)CCNS(=O)(=O)c2ccc3c(c2)oc(=O)n3C)c1 | 6% | -1.3 | 74 | 3% | . | 3% | 12% | 5% | 0.4% | 8.5%
O/C=c1\ccc2cccc3nc(C(F)(F)F)nc1c23 | 36% | -3.7 | 92 | ? | -0.1% | 2% | 31% | ? | 0.2% | -0.2%
COc1ccc(NC(=O)c2ccc(CN3CCc4ccccc4C3)cc2)cc1OC | 26% | 0.7 | 50 | -5% | -0.6% | 0% | -3% | 5% | 19% | -1.1%
Cc1ccc(NC(=O)CN2C(=O)S/C(=C\c3ccc(-c4cccc(C(=O)O)c4C)o3)C2=O)cc1 | -1% | 14 | 75 | . | 0.8% | -3% | 8% | . | 0.9% | .

(list continues)
SMILES | Large T inhibition | NTR1 ag | NTR1 ag cell count 20 µM | NS5 inhibitors | West Nile virus CPE | SIAH1 antagonists | AID2073 | Rac1 GTP hydrolysis | RSV antiviral HEp-2 | UTI89 phage lysis | others
N#Cc1sc(NCc2ccccc2)nc1Cl | 11% | 0.7 | 71 | -7% | -0.5% | 3% | -2% | 6% | 0.9% | -0.2%
O=C(NC1CCCC1)C(c1ccncc1)N(C(=O)Cc1cccs1)c1cccc(F)c1 (stereo not drawn) | 3% | -1.3 | 49 | -4% | -0.3% | 10% | 6% | 2% | 0.1% | 0.3%
O=C(Nc1ccc(Br)cc1)C1CC(O)CN1C(=O)OCc1ccccc1 (stereo not drawn) | 8% | -0.6 | 66 | -10% | -1.0% | -2% | 10% | 3% | 0.6% | 0.2%
CC(C)CCNC(=O)COC(=O)/C=C/c1ccc2ccccc2n1 | 9% | 1.8 | 57 | -4% | -0.7% | -2% | -1% | 6% | -0.3% | 1.4%
S=C(c1cn(Cc2ccc(Br)cc2)c2ccccc12)N1CCOCC1 | 5% | -0.7 | 59 | -1% | -1.9% | 7% | -1% | 10% | ? | 1.6%
Cc1ccc(C)c(NC(=O)CS(=O)(=O)c2c[nH]c3ccccc23)c1 | 9% | -3.3 | 27 | -6% | -0.6% | 3% | -3% | 6% | 1.4% | 0.7%
Cc1ccccc1CNC(=O)C1CCC(=O)N(C2CC2)C1 (stereo not drawn) | 15% | -1.0 | 55 | 1% | 0.2% | 2% | 9% | 6% | 0.2% | 0.3%
O=C(NC1CCCCC1)N1CCc2[nH]c3ccccc3c2C1 | -3% | 5.7 | 60 | 2% | -0.2% | -6% | 5% | 9% | 5.0% | 0.5%
O=C(Oc1ccc(OC(=O)C2CCC2)cc1)C1CCC1 | 7% | -0.7 | 67 | 2% | 0.2% | -6% | -2% | 9% | 4.0% | 1.0%[50 µM]
CCc1cc2c(SCC(=O)NCC3CCCO3)ncnc2s1 (stereo not drawn) | . | 4.7 | 50 | 0% | . | . | . | 5% | 0.1% | 0.4%[50 µM]
O=S(=O)(c1ccccc1)[C@@]1(c2ccccc2)C[C@@H]2ON=C(c3cccc(-c4ccccc4)c3)[C@@H]2C1 | 8% | 0.8 | 88 | 3% | . | . | . | 10% | 5.0% | 0.4%
CN(C(=O)CSc1nnc(C2CC2)n1-c1ccccc1)C1CCS(=O)(=O)C1 (stereo not drawn) | . | 1.2 | 52 | -6% | . | . | . | -10% | 3.2% | 0.1%[50 µM]
COc1ccc(/C=N/N=C2/NC(=O)C(CC(=O)O)S2)cc1OCc1ccccc1Cl (stereo not drawn) | 13% | -1.2 | 62 | 18% | -0.4% | 15% | 4% | 16% | 2.7% | 2.5%
COc1cccc(CN2C(=O)CCC2(C)C(=O)NC2CCCCC2)c1 (stereo not drawn) | 2% | 0.2 | 44 | 4% | 0.1% | 11% | 10% | 13% | 3.9% | 0.3%
COc1ccc(C(=O)Nc2ccccc2C(=O)N/N=C/c2ccccn2)cc1OC | 3% | 0.4 | 62 | . | -0.7% | -2% | 6% | . | 3.8% | .
CCOC(=O)c1ccccc1NC(=O)CSc1ccc(-c2ccccn2)nn1 | -1% | 1.4 | 62 | -3% | 1.0% | -2% | 9% | 10% | 10% | -0.2%
CCOc1ccc(S(=O)(=O)N2CCCCC2)cc1NC(=O)C1=COCCO1 | 5% | 1.8 | 63 | -7% | . | . | . | 4% | -1.5% | -0.7%[50 µM]
CCOc1cc(NC(=O)c2cccs2)c(OCC)cc1NC(=O)CCC(=O)NCC1CCCO1 (stereo not drawn) | 5% | 2.7 | 90 | . | 0.4% | 2% | 8% | . | 1.4% | .
CCN(CCCNC(=O)COc1cc(=O)n(CC)c2ccccc12)Cc1ccccc1 | 3% | -2.9 | 72 | 4% | -1.0% | 1% | -5% | 2% | -1.5% | -0.2% | NS5 inhibitors pilot replicate=2.1
COc1ccc(C(=O)OCC(=O)NCCCc2ccccc2)cc1OC | -3% | 0.0 | 89 | -10% | -0.6% | -5% | 0% | 6% | 4.6% | -0.2%
CCOc1ccccc1NC(=O)C1CCC(CNc2c(N3CCOCC3)c(=O)c2=O)CC1 (stereo not drawn) | -1% | -0.9 | 97 | -2% | 0.3% | -2% | 2% | 15% | 1.4% | -0.6%

Quoted at random: five compounds from above, in no set order.
SMILES | Large T inhibition | NTR1 ag | NTR1 ag cell count 20 µM | NS5 inhibitors | West Nile virus CPE | SIAH1 antagonists | AID2073 | Rac1 GTP hydrolysis | RSV antiviral HEp-2 | UTI89 phage lysis | others
O=C(Oc1ccc(OC(=O)C2CCC2)cc1)C1CCC1 | 7% | -0.7 | 67 | 2% | 0.2% | -6% | -2% | 9% | 4.0% | 1.0%[50 µM]
CCc1cc2c(SCC(=O)NCC3CCCO3)ncnc2s1 (stereo not drawn) | . | 4.7 | 50 | 0% | . | . | . | 5% | 0.1% | 0.4%[50 µM]
CCC1CCCCN1C(=O)CSc1nc2c(cnn2-c2ccc(C)cc2)c(=O)[nH]1 (stereo not drawn) | 4% | 7.5 | 65 | -1% | 0.1% | 19% | 4% | 1% | 0.8% | -3.5%
Cc1ccc(NC(=O)CN2C(=O)S/C(=C\c3ccc(-c4cccc(C(=O)O)c4C)o3)C2=O)cc1 | -1% | 14 | 75 | . | 0.8% | -3% | 8% | . | 0.9% | .
CCOc1cc(NC(=O)c2cccs2)c(OCC)cc1NC(=O)CCC(=O)NCC1CCCO1 (stereo not drawn) | 5% | 2.7 | 90 | . | 0.4% | 2% | 8% | . | 1.4% | .
